AMA1 RON2 block: qHTS for Inhibitors of AMA1-RON; Towards Development of Antimalarial Drug Lead: Primary Screen; Plasmodium falciparum AMA1 (3D7) - RON2 peptide interaction; AlphaScreen AMA1-biotinylated RON2 peptide binding; Potency, µM (highest dose often 58.2 µM), inactives show at the highest dose activity change, negative = inhibition, usual class: inhibitors; hit rate 0.2% among 360,000;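 note: potency is the fitted concentration of half-maximal effect; 0% = vehicle wells and -100% = peptide control; nearly all actives have a fitted effect of over 45% in size; some results filed as inactive show a strong effect at the top dose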
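AMA1 (3D7) with his tag at 25 nM final met compounds first, then biotinylated RON2 peptide at 25 nM; detection used donor plus acceptor beads, 10 µg/mL apiece, read by AlphaScreen after 30 min at room temperature.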
AmpC no deterg: qHTS Inhibitors of AmpC Beta-Lactamase (assay without detergent); P00811; AmpC nitrocefin hydrolysis, absorbance 480 nm, 0.0001% Triton; Potency, µM (titrated, usually from 57.1 µM), for inactives: at the highest dose activity change, negative = inhibition, usual class: inhibitors; hit rate 0.52% among 330,000;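 note: potency is the fitted concentration of half-maximal effect; plate controls were no compound for no effect and no enzyme for full effect; nearly all actives have a fitted effect of over 20% in size; some results filed as inactive show a strong effect at the top dose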
Target sequence (P00811 whole entry, looked up): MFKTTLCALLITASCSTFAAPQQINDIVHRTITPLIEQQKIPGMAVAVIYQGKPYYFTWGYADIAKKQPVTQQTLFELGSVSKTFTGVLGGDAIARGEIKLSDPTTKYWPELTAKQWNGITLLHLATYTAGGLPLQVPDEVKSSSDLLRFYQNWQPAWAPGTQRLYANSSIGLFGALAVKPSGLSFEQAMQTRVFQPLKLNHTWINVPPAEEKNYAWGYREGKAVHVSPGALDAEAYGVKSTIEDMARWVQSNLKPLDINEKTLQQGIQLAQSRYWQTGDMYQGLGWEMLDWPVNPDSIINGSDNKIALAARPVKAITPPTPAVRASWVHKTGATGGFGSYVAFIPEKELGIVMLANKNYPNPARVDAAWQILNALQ
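20 mM phosphate pH 7.0 + 0.01% (detergent screen) or 0.0001% Triton X-100; 5.3 nM AmpC reagent; cpd preinc 15 min RT; nitrocefin (800 uM stock) to start; A480 q20 s × 4 min; Activity was normalised to no-enzyme and no-compound control wells.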
AmpC inh detg: qHTS Inhibitors of AmpC Beta-Lactamase (assay with detergent) | P00811 | AmpC hydrolysis of nitrocefin, absorbance 480 nm, 0.01% Triton | Potency, µM (highest dose often 114 µM), without a hit: at the highest dose activity change, negative = inhibition, usual class: inhibitors | hit rate 0.041% among 370,000 | AID 485294, 2010;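 note: potency is the fitted concentration of half-maximal effect; 0% = no-compound wells and -100% = no-enzyme wells; nearly all actives have a fitted effect of over 25% in size; some results filed as inactive show a strong effect at the top dose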
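20 mM phosphate pH 7.0 + 0.01% (detergent screen) or 0.0001% Triton X-100; 5.3 nM AmpC reagent; cpd preinc 15 min RT; nitrocefin (800 uM stock) to start; A480 q20 s × 4 min; Activity was normalised to no-enzyme and no-compound control wells.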
HCMV inh: qHTS Assay for inhibitors of the human cytomegalovirus (HCMV). HFF cells, HCMV-luciferase reporter, 72 h; active compounds read low. activity change, negative = inhibition, % at 57.5 µM. hit rate 4.5% among 410,000. AID 1259415, 2018; in the data active = activity change below about -60%; inconclusive = no clear call, values can overlap the other calls; inactive = above about -39%
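Luciferase read-out from HCMV-luciferase-infected HFFs (MOI 1 PFU/cell) 72 h post infection at 37C; compounds added after 16 h cell attachment; activity normalized between buffer-only basal and Salinomycin (10uM) inhibitor controls.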
Sm TGR inh: qHTS Assay for the Inhibitors of Schistosoma Mansoni Peroxiredoxins | Schistosoma mansoni thioredoxin glutathione reductase (TGR), Q962Y6 | purified TGR, DTNB reduction, TNB absorbance 405 nm | Potency, µM (doses to about 114 µM), without a hit: at the top dose activity change, negative = inhibition, hits mostly inhibitors | hit rate 3% among 360,000; note: potency is the fitted concentration of half-maximal effect; nearly all actives have a fitted effect of over 60% in size
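First, TGR (20 nM dispensed) and NADPH were mixed with compound. Second, a 15 min room-temperature incubation followed. Third, further NADPH and then DTNB were added to start the reaction. Finally, TNB absorbance was monitored kinetically.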
Giardia FBPA inh: qHTS Assay for Inhibitors of Fructose-1,6-bisphosphate Aldolase from Giardia Lamblia; A8B2U2; purified Giardia FBPA; Potency, µM (top dose mostly 59.6 µM), for inactives: top-dose activity, negative = inhibition, actives largely listed as inhibitors; hit rate 0.71% among 290,000; AID 2451, 2010; note: potency is the fitted concentration of half-maximal effect; nearly all actives have a fitted effect of over 55% in size
Target sequence (A8B2U2 whole entry, looked up): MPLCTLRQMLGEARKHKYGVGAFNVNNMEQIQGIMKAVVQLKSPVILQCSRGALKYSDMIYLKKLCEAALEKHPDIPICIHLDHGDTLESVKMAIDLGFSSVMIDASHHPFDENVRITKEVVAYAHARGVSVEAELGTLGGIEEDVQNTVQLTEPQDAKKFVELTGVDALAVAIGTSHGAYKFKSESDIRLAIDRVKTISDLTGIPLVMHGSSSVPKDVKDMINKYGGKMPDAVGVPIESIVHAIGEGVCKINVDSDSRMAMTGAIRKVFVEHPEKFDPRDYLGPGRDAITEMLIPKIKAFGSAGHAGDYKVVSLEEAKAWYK
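Giardia FBPA (40 nM reagent) was preincubated 10 min at RT with compound (up to 57.5 uM final), then substrate plus GAPDH/TPI/NAD/arsenate coupling system with diaphorase/resazurin was added; resorufin fluorescence (525/598 nm) was read after 20 min.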
Numbers without * were called inactive; ? = inconclusive; . = not tested or not shown; [ ] = remark or other dose. Unless noted, calls come from the whole dose curve; as a rule, active = well fitted curve in the direction sought with a large enough effect; inconclusive = small, poorly fitted or top-dose-only effect, or another doubt; inactive = no such curve, though single readings can be large; an effect the other way counts as inactive or inconclusive. Unless noted, % is set by controls: 0 for no effect and ±100 for the full control effect.

mol	HCMV inh	AmpC inh detg	Giardia FBPA inh	AmpC no deterg	AMA1 RON2 block	Sm TGR inh
COc1ccccc1C1C2=C(CC(C)(C)CC2=O)N(CC(=O)O)C2=C1C(=O)CC(C)(C)C2	1.9	?	-15.9%	19.9%	-5.7%	?
COc1cc(NC(=O)c2cccs2)ccc1NC(=O)Cc1ccccc1	12.8	?	-5.9%	?	5.5%	1.3%
CCOC(=O)c1cccc(NC(=O)CCCn2nc(C)c3c(C)n(-c4ccccc4)nc3c2=O)c1	-1.8	-0.2%	.	.	.	3.2%
CC(C)(C)C(=O)Cn1c(=O)n(-c2ccccc2)c(=O)c2c3c(sc21)CCC3	-13.7	9.1%	.	.	.	2.5%
COC(=O)c1ccc(NC(=O)CCn2cccc2)cc1	-7.1	2.4%	-0.4%	-9.5%	-5.5%	-16.4%
COc1cccc(/C=N/NC(=O)c2nc(-c3ccccc3)cc(-c3ccccc3)n2)c1O	-97.2*	-13.6%	-11.6%	-30.6%	43.0%[activator]	-6.2%
Cc1ccccc1CC1(CO)CCCN(Cc2ccc3c(c2)OCCO3)C1 (centres undefined)	-18.6	-0.6%	0.3%	24.2%	-4.5%	-4.2%
Cc1sc2nc(CN3CCCCC3)nc(Cl)c2c1C	20.9	10.0%	-8.7%	-4.5%	10.8%	50.1µM*
O=C(CC1N=C2c3ccccc3N=C(SCc3cccc(F)c3)N2C1=O)NCc1cccs1 (centres undefined)	-2.9	-5.9%	.	.	.	7.9%
CCNc1nc(NCC)nc(OCCOC(C)=O)n1	17.6	-3.6%	-4.0%	-1.6%	7.3%	3.6%
COc1ccc(OC)c(S(=O)(=O)NCCc2cn3ccsc3n2)c1	26.2	1.1%	-5.1%	-16.5%	5.7%	-2.2%
COc1ccc(NC(=O)c2cccc(N3C(=O)c4ccc(C(=O)Nc5ccc(OC)c(O)c5)cc4C3=O)c2)cc1O	.	2.9%	.	-30.4%	-4.7%	-6.6%
O=C(NC1(C(F)(F)F)NC(=O)N(Cc2ccccc2)C1=O)c1cccnc1 (centres undefined)	7.6	?	5.7%	0.3%	9.9%	2.0%
CC(=O)Nc1ccc(OC(=O)c2ccco2)cc1	32.3	8.3%	-1.1%	-16.4%	-5.2%	5.1%
CC(C)NC(=O)c1[nH]nc2c1CCc1ccccc1-2	.	1.0%	-8.6%	-18.6%	0.0%	-3.3%
COc1cc(C(=O)N2CCN(c3ccc(Nc4ccccc4)nn3)CC2)cc(OC)c1OC	23.5	2.0%	.	.	.	1.8%
O=c1c2c3nc4ccccc4nc3n(CC3CCCO3)c2ncn1CCc1ccccc1 (centres undefined)	-2.4	?	20.3%	0.1%	0.0%	3.5%
O=C1CN(C(=O)COc2ccc(Cl)c(Cl)c2)c2ccccc2N1	-66.3*	-12.3%	.	-12.8%	0.8%	-0.5%
CCNS(=O)(=O)c1cccc(C(=O)c2c(C)cc3ccccn23)c1	-15.9	?	-1.4%	-29.0%	-11.2%[11.6 µM]	-2.0%
CCCOc1ccc(N/C=C/C(=O)c2ccc(OC)c(OC)c2)cc1	41.9	-9.6%	22.3%	43.2%	-7.0%	-4.2%
Cc1ccc(-c2nn(Cc3ccccc3)cc2C=O)cc1	128.7	-9.3%	6.0%	-12.0%	4.3%	-9.9%
Cc1csc(NC(=O)c2nc3nc(C)cc(C)n3n2)n1	40.8	?	-27.6%	0.6%	37.2%[activator]	-8.2%
Cc1ccc(CNC(=O)C2CCN(S(=O)(=O)c3ccc(F)cc3)CC2)cc1	6.7	12.0%	.	.	.	6.3%
O=C(Nc1ccc(C(=O)N2CCCCC2)cc1)c1ccc([N+](=O)[O-])cc1	-17.3	?	4.3%	-15.3%	8.4%	-6.1%
CCCc1c(C)c2c(C)[nH]nc2oc1=O	-15.4	?	-9.2%	-10.5%	8.8%	2.2%
Cc1ccc(CNC(=O)c2c(Nc3ccccc3C)sc(C(=O)c3ccc(F)cc3)c2N)cc1	-75.5*	-2.1%	.	.	.	-18.9%
COc1ccc(CN(C)C(=O)Cc2ccsc2)c(OC)c1OC	-0.5	-1.4%	.	15.8%	-4.5%	-0.5%
Fc1cccc(CN2CCN(Cc3nc(CCc4ccccc4)no3)CC2)c1	0.0	9.9%	2.6%	178.0%[activator]	-8.9%	4.6%
CCN1CCN(C(=O)c2nn(C)c3c2CS(=O)(=O)c2ccccc2-3)CC1	-8.0	-12.8%	6.2%	-32.0%	-0.9%	0.5%
CCOc1ncccc1C(=O)OCc1ccc(C(=O)OC)cc1	23.2	-10.5%	3.1%	-4.2%	6.8%	0.0%

(next part)
mol	HCMV inh	AmpC inh detg	Giardia FBPA inh	AmpC no deterg	AMA1 RON2 block	Sm TGR inh
CC(C)(C)c1ccc(S(=O)(=O)Nc2ccccn2)cc1	-33.8	-4.7%	10.0%	-23.7%	-5.6%	.
Cc1nn(C)cc1/C=N/O	0.5	-2.5%	3.9%	.	2.9%	8.5%
COc1cccc(-n2c(-c3cccc(S(=O)(=O)N(C)C)c3)n[nH]c2=S)c1	-29.4	-8.8%	-8.2%	-30.6%	60.4%[activator]	5.6%
CCOC(=O)c1ccc(CN(Cc2ccc(Br)cc2)S(=O)(=O)c2cccc(C(F)(F)F)c2)cc1	-11.7	-7.0%	.	.	.	11.3%
Cc1ccc(NC(=S)NC2CCN(Cc3ccccc3)CC2)cc1	?	5.5%	1.4%	-27.4%	-1.8%	-4.1%
COc1cc(C(=O)OCC#N)ccc1OCc1c(C)noc1C	0.0	-4.2%	4.5%	1.8%	18.8%	2.5%
Cc1cc(C)cc(-n2c(SCC(=O)N3CCC(C)CC3)nc3c([nH]c4ccccc43)c2=O)c1	24.6	2.4%	.	.	.	37.5%[activator]
Cc1ccc(C)c(S(=O)(=O)Nc2ccccc2C(=O)Nc2cc(C)on2)c1	-24.1	2.2%	18.1%	-34.3%	39.0%[activator]	10.0%
Cc1ccc(NC(=O)Cn2c(=O)n(-c3ccccc3)c(=O)c3ccc(C(=O)NCc4ccc5c(c4)OCO5)cc32)cc1	-7.5	4.2%	.	.	.	-1.7%
COc1ccc(C(=O)Nc2cc(C)nc3ccccc23)cc1OC	5.3	-5.2%	0.3%	-20.1%	5.1%	-3.6%
CC1=NN(c2ccccc2)C(=O)C1/C=C1\C(=O)NC(=O)N(c2ccc(C)c(C)c2)C1=O (centres undefined)	16.7	-1.9%	8.6%	-34.3%	-0.9%	-25.6%
CC1CCC2(CC1)NC(=O)N(CC(=O)NCc1ccc(Cl)cc1)C2=O (centres undefined)	-5.6	.	.	-7.1%	2.9%	.
Cc1ccc(C)c(NS(=O)(=O)c2cc(C(=O)N3CCCC3)ccc2Cl)c1	-8.7	-1.0%	-1.6%	-6.0%[2.29 µM]	-3.2%	2.3%
Cc1csc(NC(=O)CSc2nc3[nH]ncc3c(=O)[nH]2)n1	-9.9	-7.7%	3.6%	-17.6%	-1.4%	1.0%
CS(=O)(=O)c1ccc(C(=O)N2CC(=O)Nc3ccccc32)cc1	?	-9.8%	1.6%	-10.7%	-25.9%	-19.5%
CC1CCN(C(=O)Cn2c3ccccc3c3nc4n(c(=O)c32)CCCS4)CC1	-60.8*	?	.	103.7%[activator]	0.8%	-15.5%
COc1cc2c3c(c1OC)C1(C=CC(=O)C=C1)CC3N(C(=O)CCC(=O)O)CC2 (centres undefined)	-26.1	-7.0%	-1.1%	0.9%	-14.4%	-14.7%
O=C(NC1CCCCC1)c1ccc(CNc2c(N3CCOCC3)c(=O)c2=O)cc1	3.7	?	-3.3%	-19.9%	3.0%	5.3%
Cc1cccc(NC(=O)CCCN2C(=S)NC(C)(C)CC2C)c1C (centres undefined)	-14.4	-3.8%	1.4%	-9.7%	-1.2%	7.8%
O=C(NC1CC1)c1cn(Cc2ccccc2)nc1-c1ccccc1	-23.0	-8.8%	.	-4.3%	-2.8%	-0.8%
Cc1c(C)c(C)c(C(=O)CCc2cccc(NC(=O)CCC(=O)O)c2)c(C)c1C	6.5	-17.0%	11.4%	0.1%	3.6%	-1.1%
N#Cc1sc2nc3c(c(-c4cccnc4)c2c1N)CCC3	-30.8	?	-4.6%	-2.7%	12.4%	-3.6%
COc1ccc(C(=O)C(c2ccccc2)N2CCOCC2)cc1 (centres undefined)	-39.7	?	-18.0%	14.5%	0.2%	-8.0%
CCc1ccc(S(=O)(=O)NCc2csc(-c3cccnc3)n2)s1	17.1	15.4%	-9.8%	-4.2%	-2.5%	-1.9%
CCCNC(=O)CS(=O)(=O)Cc1nc(-c2ccccc2C)oc1C	5.3	-4.6%	0.0%	3.55µM*	-3.1%	50.1µM*
O=C1CCC(=O)N1OCCOc1ccccc1	-35.2	2.9%	4.0%	-13.5%	23.8%	-4.1%
CCN(Cc1ccncc1)C(=S)NCc1ccccc1	9.3	?	-0.3%	-15.4%[11.4 µM]	-3.3%	7.7%
O=C(O)C1CC(=O)N(Cc2ccccc2)C1 (centres undefined)	52.5	-13.1%	6.0%	-17.2%	30.5%[activator]	-7.5%
O=C(NNC(=S)NC(=O)c1ccccc1)c1cccc([N+](=O)[O-])c1	-36.4	?	0.7%	-4.1%	69.7%[activator]	-20.4%
CC(C)CN(C(=O)c1cccs1)C1CCS(=O)(=O)C1 (centres undefined)	-24.5	0.0%	.	-3.0%	1.8%	-0.4%

(listing goes on)
mol	HCMV inh	AmpC inh detg	Giardia FBPA inh	AmpC no deterg	AMA1 RON2 block	Sm TGR inh
C=CCNC(=O)c1ccc(-c2cccc([N+](=O)[O-])c2)o1	-8.1	-2.8%	-8.2%	-19.0%	-17.9%	?
CCN(CC)C(=O)/C(=C\c1cccc([N+](=O)[O-])c1)NC(=O)c1ccco1	11.2	?	2.7%	-17.5%	9.2%	0.1%
CCC(=O)NC(=S)Nc1ccccc1C(=O)OC	-23.5	-14.7%	0.3%	-11.4%	16.5%	?
Cc1ccc(-c2nc3c(=O)n(C)c4ccccc4c3o2)cc1	167.7	-1.4%	1.0%	-7.1%	-13.2%	9.1%

3 entries out of the list, sorted by number of heavy atoms, high to low.
mol	HCMV inh	AmpC inh detg	Giardia FBPA inh	AmpC no deterg	AMA1 RON2 block	Sm TGR inh
C=CCNC(=O)c1ccc(-c2cccc([N+](=O)[O-])c2)o1	-8.1	-2.8%	-8.2%	-19.0%	-17.9%	?
CC(C)CN(C(=O)c1cccs1)C1CCS(=O)(=O)C1 (centres undefined)	-24.5	0.0%	.	-3.0%	1.8%	-0.4%
CCC(=O)NC(=S)Nc1ccccc1C(=O)OC	-23.5	-14.7%	0.3%	-11.4%	16.5%	?

Compounds as they come. About 7.8% of those tested had a hit in this group.
